Compound activity deposited in PubChem by several laboratories.
RTF Ca sens act: cardiac RTF calcium sensitivity activators, primary screen, biochemical, IANBD-TnC fluorescence, EC20 calcium; Troponin I, cardiac muscle (Homo sapiens) + Troponin T, cardiac muscle (Homo sapiens) + …; IANBD-labeled TnC RTF fluorescence at EC20 calcium; 0% EC20 calcium, 100% full calcium; activation, % at 7.2 µM; 0.24% of 340,000 active; AID 493008, 2010;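 active = activation above the mean over all tested compounds plus 3 SD, cut at about 30% in these data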;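 note: rise in fluorescence read as greater calcium sensitivity of cardiac thin filaments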
V-ATPase pH: regulators of yeast V-ATPase proton pumping, primary screen, pHLuorin cytosolic pH fluorescence; 0.37% of 350,000 active; S. cerevisiae; response, % at 10 µM; in the data active = response mostly above about 7.3%, no sharp cut-off; inactive = mostly below about 5.4%; note: actives read high; inactives centre near 0; some compounds called inactive have numbers as strong as hits
Tat transport: E. coli Tat export inhibitors, primary screen, MC4100, TorA-mCherry reporter, fluorescence, single point; inhibition, % at 10 µM; 0.036% of 340,000 active; AID 488895, 2010;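 active = mean replicate inhibition at least 50% and at least half of replicates individually reaching 50%; inconclusive = only one of the two criteria met; inactive = neither criterion met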;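 note: exported cargo escapes ClpAP degradation while cytoplasmic cargo is degraded and loses fluorescence; 0% = median of neutral control wells and 100% = median of NaSCN control wells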
CAL PDZ FP-1: CAL PDZ peptide-binding inhibitors, primary screen, biochemical, fluorescence polarization, Cer-tagged CAL PDZ, HTS; AID 504414, 2011; inhibition, % at 20 µM; Golgi-associated PDZ and coiled-coil motif-containing protein (Homo sapiens), Q9HD26; purified CAL PDZ, TMR-peptide fluorescence polarization, 1 h; 0.02% of 330,000 active;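 active = highest replicate inhibition of at least 40%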;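 note: plate controls were DMSO neutral control wells for no effect and unlabeled competitor peptide control wells for full effect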
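Test system: tagged CAL PDZ domain / Buffer or medium: sodium phosphate/NaCl buffer pH 7.4 with TCEP, IgG, Thesit / Reagent: TMR-labelled reporter peptide T*-PRC34 bound in PDZ groove / Compound dosing: single point, 20 µM / Schedule: 1 h incubation at room temperature before polarization reading / Technique: fluorescence polarization (mP) / Benchmarks: unlabelled peptide, DMSO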
Wnt bcat act: Wnt/beta-catenin pathway activators, primary screen, cell-based, plate reader, single point; Wnt/beta-catenin reporter cell assay, activator; activation, % at 9.35 µM; 1.2% of 300,000 active; in the data active = activation above about 30%, passing the limit was not always enough; inconclusive = no clear call, values can overlap the other calls;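 note: 0% = neutral control wells and 100% = positive control wells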
dFosB activator: activators of delta FosB homodimer, primary screen, biochemical, fluorescence polarization, TAMRA-CDK5 oligo, single point. Protein FosB (Mus musculus), P13346. purified delta FosB; percent of positive-control signal above neutral wells. activation, % at 25 µM. 0.99% of 340,000 active. AID 493131, 2011;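 active = mean activation above about 17%, with every replicate also reaching it, limit read from the data, passing the limit was not always enough; inconclusive = only one of the two conditions met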;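 note: fluorescence polarization rise as delta FosB binds a TAMRA Cdk5 AP-1 oligo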
Target sequence (P13346 whole entry, looked up): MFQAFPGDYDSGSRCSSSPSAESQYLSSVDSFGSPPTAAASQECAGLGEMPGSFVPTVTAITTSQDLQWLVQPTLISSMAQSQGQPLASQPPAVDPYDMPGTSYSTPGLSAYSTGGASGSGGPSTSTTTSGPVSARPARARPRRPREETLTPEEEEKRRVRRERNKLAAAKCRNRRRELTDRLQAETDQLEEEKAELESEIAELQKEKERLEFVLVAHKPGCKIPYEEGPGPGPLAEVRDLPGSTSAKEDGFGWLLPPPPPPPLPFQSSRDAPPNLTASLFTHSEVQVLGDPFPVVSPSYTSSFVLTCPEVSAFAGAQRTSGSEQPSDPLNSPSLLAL
MITF act: activators of MITF-driven TRPM1 promoter reporter, primary screen, cell-based, SK-MEL-5, luciferase, single point | SK-MEL-5 TRPM1-promoter luciferase, 24 h; % of positive control, neutral wells = 0 | activation, % at 12.5 µM | 0.75% of 300,000 active | AID 588334, 2011;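 active = mean activation of at least 80% with every replicate also reaching 80%; inconclusive = mean reaches 80% but some replicate falls short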;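 note: 0% = neutral control wells and 100% = parthenolide positive control wells; values of inactives mirror those of a sister screen read the other way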
CDK5 inh: inhibitors of human CDK5/p35 kinase, primary screen, biochemical, single concentration; AID 488839, 2010; 0.01% of 330,000 active; inhibition, % at 10 µM; Cyclin-dependent kinase 5 (Homo sapiens) + Cyclin-dependent kinase 5 activator 1 (Homo …; Recombinant CDK5/p35, ADP-Glo luminescence, 60 min;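 active = highest replicate inhibition of at least 50% and at least 75% of replicates reaching 50%; inconclusive = only one of the two criteria met; inactive = both criteria failed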;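 note: plate controls were DMSO neutral control for no effect and GW8510 at 10 µM for full effect; many of its hits are not listed in these tables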
Target sequence (Q00535 whole entry, looked up): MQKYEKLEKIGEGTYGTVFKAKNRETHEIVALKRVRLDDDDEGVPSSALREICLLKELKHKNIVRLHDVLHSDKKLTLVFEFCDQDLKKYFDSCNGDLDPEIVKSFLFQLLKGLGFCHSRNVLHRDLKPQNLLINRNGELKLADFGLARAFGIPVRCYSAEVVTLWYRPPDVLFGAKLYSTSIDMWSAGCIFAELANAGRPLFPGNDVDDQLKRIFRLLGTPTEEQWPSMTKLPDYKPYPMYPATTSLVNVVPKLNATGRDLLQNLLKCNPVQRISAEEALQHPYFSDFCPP
Target sequence (Q15078 whole entry, looked up): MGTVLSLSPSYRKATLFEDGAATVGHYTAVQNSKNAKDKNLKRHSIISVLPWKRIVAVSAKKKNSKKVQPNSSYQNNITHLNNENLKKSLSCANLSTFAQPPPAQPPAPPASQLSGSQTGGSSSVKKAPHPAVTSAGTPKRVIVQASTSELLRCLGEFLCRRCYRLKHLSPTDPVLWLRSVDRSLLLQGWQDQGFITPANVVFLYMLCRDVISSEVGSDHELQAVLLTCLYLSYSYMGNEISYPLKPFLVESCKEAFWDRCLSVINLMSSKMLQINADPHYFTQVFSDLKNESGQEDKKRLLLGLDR
CAL PDZ FP-2: untagged CAL PDZ binding inhibitors, primary screen, biochemical, fluorescence polarization, HTS; Golgi-associated PDZ and coiled-coil motif-containing protein (Homo sapiens), Q9HD26; purified CAL PDZ, TMR-peptide fluorescence polarization, 1 h; inhibition, % at 24.9 µM; 0.92% of 300,000 active; AID 602252, 2012;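 active = mean inhibition of at least 30% with at least half of replicates also reaching 30%; inconclusive = no clear call, values can overlap the other calls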;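 note: 0% = DMSO neutral control and 100% = excess unlabeled competitor peptide PRC23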
Rtt109 Vps75: inhibitors of C. albicans Rtt109/Vps75 HAT, primary screen, biochemical, ThioGlo CoA-SH fluorescence, plate reader. Histone acetyltransferase RTT109 (Candida albicans (strain SC5314 / ATCC MYA-2876)), …. purified Rtt109/Vps75, 4 h. inhibition, % at 34.9 µM. 0.16% of 330,000 active;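 active = inhibition of at least 50% in every replicate; inconclusive = best replicate reaches 50% inhibition but some replicates fall short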
The depositor's hits bear a star; ? = inconclusive; nt = no result given; & = joins results of further samples.

SMILES	RTF Ca sens act	V-ATPase pH	Tat transport	CAL PDZ FP-1	Wnt bcat act	dFosB activator	MITF act	CDK5 inh	CAL PDZ FP-2	Rtt109 Vps75
CCc1ccc(NC(=O)C(=O)NCC2CCCN2S(=O)(=O)c2ccccc2)cc1 (configuration not stated)	-4	3	8	-3.1	-3	-3	-7	-0.2	-5	10
N#CC1=C(N)n2c(s/c(=C\c3cccs3)c2=O)=C(C#N)C1c1cccs1 (configuration not stated)	6	-4	-1	-2.4	3	-10	-9	-0.2	-3	12
O=C(C1CC1)N1N=C(c2ccncc2)CC1(O)C(F)(F)F (configuration not stated)	-3	-2	-10	-0.3	-6	5	-2	-13	-5	-11
CCCn1c(SCC(=O)NC)nnc1C(C)C	5	0	3	0.2	nt	2	-8	-1.0	nt	-23
c1ccc2c(c1)CC1(CCCCC1)n1nnnc1-2	13	2	-2	-5.6	-1	-5	3	-0.2	-10	-9
COC(=O)c1cc2n3ccccc3c(C)c(-c3ccccc3)c-2c1C(=O)OC	13	6	-2	1.9	nt	-3	-5	-2.4	2	-10
COc1ccc(Oc2ccc(C(F)(F)F)cc2NC(=O)CC(CC(=O)O)c2ccccc2)cc1 (configuration not stated)	4	-2	-7	-0.9	-1	-6	-9	-1.1	-3	2
CC1CC(C)CN(c2ccc(NS(=O)(=O)c3ccccc3)cc2C(=O)O)C1 (configuration not stated)	-2	-2	-10	-0.6	-1	-9	-12	3.1	-3	-4
Cn1c(SCc2cccc3ccccc23)nnc1-c1ccco1	6	0	6	-1.1	nt	-1	9	0.4	-3	-5
COC(=O)C1=C(C)N(c2cccc(Cl)c2)C(=O)C1	-7	-4	-15	-0.4	nt	-8	3	-0.3	-3	2
CCOC(=O)N1CCN(C(=O)c2ccc3ccccc3c2)CC1	-7	5	-4	-5.5	-2	-1	-1	-0.8	3	2
O=C(CCl)N=c1sccn1Cc1cccc2ccccc12	0	1	4	-2.2	-2	-1	-50	-0.6	nt	2
COc1ccc(NC(=O)CN2C(=O)NC(C)(C3CC3)C2=O)c(OC)c1 (configuration not stated)	-6	1	-14	-1.2	-4	-3	-12	-0.6	nt	7
CCOc1ncccc1C(=O)NCC1COc2ccccc2O1 (configuration not stated)	0	5	10	-0.8	?	0	nt	-1.3	-2	nt
Cn1c(/C(C#N)=C(\O)c2ccc([N+](=O)[O-])cc2)nc2ccccc21	6	0	-9	-2.0	-3	-1	8	0.6	-1	2
CCOc1ccc(NC(=O)CN(C)S(=O)(=O)c2ccc3c(c2)CCC(=O)N3)cc1	2	2	-2	-0.3	-1	-6	8	-2.7	-3	-7
O=c1c2ccccc2c(/C=N/c2n[nH]c(CCCO)n2)c(O)n1-c1ccccc1Cl	7	-1	-8	-2.4	1	-37	9	2.5	-4	13
CCOC(=O)C1=C(c2ccccc2)NC(SCC(=O)Nc2ccccc2C)=C(C#N)C1c1ccco1 (configuration not stated)	3	2	-7	-3.4	-4	-5	nt	-1.8	0	-1
Cc1noc(C)c1COC(=O)c1cc2c(C)nn(-c3ccc(F)cc3)c2s1	12	7	-1	-2.9	nt	-2	-9	-0.8	21	-4
C=CCOc1ccc(/C=C/C(=O)OCC(=O)NCCc2ccccc2)cc1	-2	0	3	-0.1	-5	-3	-1	0.2	-2	-11
CCOc1ccc(CCNC(=O)CS(=O)Cc2nc(-c3ccc(C)cc3)oc2C)cc1 (configuration not stated)	1	1	4	-1.6	-1	-6	-11	-11	1	5
COc1ccc(CNc2cccc3[nH]c(C(F)(F)F)nc23)cc1	3	-4	1	-1.4	-1	-9	-5	-0.3	-5	-2
Cc1cc(Nc2cccc(Cl)c2)nc(N2CCOCC2)n1	0	-1	-1	-1.1	-3	-10	4	-2.2	-2	2
COc1ccc(C(=O)N2CC(=O)Nc3ccc(F)cc3C2c2ccccc2)cc1 (configuration not stated)	1	4	1	-1.0	22	-18	-6	-1.9	-1	1
c1ccc(COn2nnc3ccccc32)c(COn2nnc3ccccc32)c1	1	-1	15	-1.7	-1	-24	8	0.6	0	5

A portion of the results above, for reference:
SMILES	RTF Ca sens act	V-ATPase pH	Tat transport	CAL PDZ FP-1	Wnt bcat act	dFosB activator	MITF act	CDK5 inh	CAL PDZ FP-2	Rtt109 Vps75
CCc1ccc(NC(=O)C(=O)NCC2CCCN2S(=O)(=O)c2ccccc2)cc1 (configuration not stated)	-4	3	8	-3.1	-3	-3	-7	-0.2	-5	10
N#CC1=C(N)n2c(s/c(=C\c3cccs3)c2=O)=C(C#N)C1c1cccs1 (configuration not stated)	6	-4	-1	-2.4	3	-10	-9	-0.2	-3	12
O=C(C1CC1)N1N=C(c2ccncc2)CC1(O)C(F)(F)F (configuration not stated)	-3	-2	-10	-0.3	-6	5	-2	-13	-5	-11
CCCn1c(SCC(=O)NC)nnc1C(C)C	5	0	3	0.2	nt	2	-8	-1.0	nt	-23
c1ccc2c(c1)CC1(CCCCC1)n1nnnc1-2	13	2	-2	-5.6	-1	-5	3	-0.2	-10	-9
COC(=O)c1cc2n3ccccc3c(C)c(-c3ccccc3)c-2c1C(=O)OC	13	6	-2	1.9	nt	-3	-5	-2.4	2	-10
COc1ccc(Oc2ccc(C(F)(F)F)cc2NC(=O)CC(CC(=O)O)c2ccccc2)cc1 (configuration not stated)	4	-2	-7	-0.9	-1	-6	-9	-1.1	-3	2
CC1CC(C)CN(c2ccc(NS(=O)(=O)c3ccccc3)cc2C(=O)O)C1 (configuration not stated)	-2	-2	-10	-0.6	-1	-9	-12	3.1	-3	-4

More structures.
SMILES	RTF Ca sens act	V-ATPase pH	Tat transport	CAL PDZ FP-1	Wnt bcat act	dFosB activator	MITF act	CDK5 inh	CAL PDZ FP-2	Rtt109 Vps75
Cc1ccc(-n2ncc3c(=O)n(CC(=O)NC4CCCCC4)cnc32)cc1	3	-2	0	-0.6	nt	-2	3	0.4	-3	-3
CCc1ccccc1N1CN(Cc2cccnc2)CNC1=S	2	-4	1	-0.4	5	-3	nt	-0.2	nt	-7
Cc1cc(C(C)(C)C)ccc1OCCOCCN1CCCC1	-4	1	-4	0.3	-9	-2	2	0.2	-3	1
COc1cccc(/C=C2\SC(=S)N(CCC(=O)N3CCCCC3)C2=O)c1	-5	1	-4	-2.7	-3	0	-13	1.3	-2	-13
OC1C(O)C(O)C(O)C(O)C1O (configuration not stated)	10&0&3	4&1&0	-6&-3&-11	-0.4&-0.4&0.0	-3&-1&4	-5&6&6	-8&13&-8	-0.9&-1.3&1.1	-1&-4&-22	-5&-10&15
Cn1nc(-c2ccccc2)c(-c2nc(-c3ccc(Cl)cc3)no2)c1Cl	7	2	-6	-4.3	nt	-10	17	3.2	1	nt
COc1ccc(C(=O)NCc2ccccc2)cc1Br	8	1	1	-1.6	2	-2	11	0.4	6	-5
CN(C)/C=C/C(=O)c1ccc(Oc2ccccc2)cc1	-7	0	-5	-4.8	-3	3	58	-0.1	-5	-7
Cc1cc(C(=O)Nc2cccc3ccccc23)c(C)o1	-7	4	1	-0.4	-1	7	16	-3.1	4	0
Cc1ccc(C(=O)N2CCc3ccccc32)cc1C	5	-1	-11	-3.5	22	2	nt	2.1	-6	9
CCN(C(=O)CSc1nnnn1-c1ccccc1OC)C1CCS(=O)(=O)C1 (configuration not stated)	-4	-1	4	-1.1	3	-3	-10	-0.6	8	19
C=CCn1c(=NC(=O)c2ccc(S(=O)(=O)N3CCCC3)cc2)sc2cc(NC(C)=O)ccc21	-12	-16	-2	-3.1	-1	50*	3	-1.6	-3	-6
C[C@H]1C=C(C(=O)NC2CC2)O[C@@H](OCc2ccc(CO)cc2)C1	4	0	-3	-1.4	10	7	21	0.5	0	1
C[C@@H]1COC(=O)[C@H](NC(=O)OCC2c3ccccc3-c3ccccc32)C/C=C\C[C@@H](CC(=O)N(CCO)Cc2ccccc2)C(=O)N1	3	-2	6	0.1	nt	-16	-3	-1.9	-2	1
CCOc1ccc(S(=O)(=O)NCCC(=O)NCC(c2ccccc2OC)N2CCCC2)cc1 (configuration not stated)	-6	0	-3	-1.1	-3	2	-3	-0.3	-2	1
CN(CCCN1CCOCC1)C(=O)c1cc(COc2ccc(F)cc2F)on1	-2	4	3	-3.2	-4	0	6	-0.2	-2	-4
CC(OC(=O)CC1CCCCC1)C(=O)Nc1ccc(S(N)(=O)=O)cc1 (configuration not stated)	0	0	-4	-2.6	-1	-12	6	0.7	-2	-11
CSc1nc(N(C)NC(=O)c2ccccc2)c2ccccc2n1	-5	2	0	-2.4	nt	-9	-19	0.1	-5	11
COc1ccccc1C(=O)O/N=C(\N)c1ccccc1Cl	-1	2	-3	-3.7	70*	-7	41	-2.4	-2	0
CCOc1ccc(-n2cc(C(=O)NC(C)C)c3cc(OC)c(OC)cc3c2=O)cc1	6	7	-1	-1.9	nt	-16	nt	0.5	1	13
CCN(CC(=O)Nc1c(F)cccc1F)C(=O)Cc1c(C)nc2ccccc2c1C	4	-1	5	-1.1	-1	-1	-6	-4.2	nt	0
CCN(c1ccc(NC(=O)COC(=O)CCC(=O)c2ccc(F)cc2)cc1)C(C)C	4	-2	6	-1.3	nt	-22	6	-1.5	-4	6
COc1cccc(/C=N/Nc2nnc(C)n2N)c1OCc1ccccc1Cl	-1	-1	-5	-0.1	12	-3	9	1.6	-4	16
Cc1cc[n+](Cc2ccc([N+](=O)[O-])cc2)cc1	-4	1	2	0.6	-1	-4	3	1.4	-6	-3
CS(=O)(=O)N1CCc2cc(-c3csc(NCC4CCCO4)n3)ccc21 (configuration not stated)	4	0	-4	-0.7	nt	-6	3	-1.4	0	-6
COc1ccc2oc(=O)c(C(=O)N3CCCC3)cc2c1	-3	0	-5	0.4	-5	4	8	0.0	0	-28
Cc1ccc(-c2ccc(C(=O)O)c(C)n2)cc1	3	2	-6	-0.5	-3	-6	-8	0.4	2	-5
Cc1ccc(CNC(=O)CNC(=O)[C@@H]2Cc3ccccc3CN2)cc1	-3	-1	-7	-0.6	4	-2	-4	-1.5	-5	-1
COc1cc(OC)c(C(=O)N2CCCC2)cc1OC	-4	-1	-3	-0.3	0	-9	-7	2.3	-3	7

Outcome played no part in choosing rows, and some 4.1% of all compounds hit somewhere here.
